Screening results as filed in PubChem.
LmPK inhibitor: inhibitors of Leishmania mexicana pyruvate kinase. 0.37% of 290,000 active. Potency, µM (doses to about 57.5 µM), for the others: top-dose activity change, negative = inhibition, hits mostly inhibitors. purified LmPK, Kinase-Glo ATP luminescence, 1 h. AID 1721. Q27686
Target sequence (Q27686 whole entry, looked up): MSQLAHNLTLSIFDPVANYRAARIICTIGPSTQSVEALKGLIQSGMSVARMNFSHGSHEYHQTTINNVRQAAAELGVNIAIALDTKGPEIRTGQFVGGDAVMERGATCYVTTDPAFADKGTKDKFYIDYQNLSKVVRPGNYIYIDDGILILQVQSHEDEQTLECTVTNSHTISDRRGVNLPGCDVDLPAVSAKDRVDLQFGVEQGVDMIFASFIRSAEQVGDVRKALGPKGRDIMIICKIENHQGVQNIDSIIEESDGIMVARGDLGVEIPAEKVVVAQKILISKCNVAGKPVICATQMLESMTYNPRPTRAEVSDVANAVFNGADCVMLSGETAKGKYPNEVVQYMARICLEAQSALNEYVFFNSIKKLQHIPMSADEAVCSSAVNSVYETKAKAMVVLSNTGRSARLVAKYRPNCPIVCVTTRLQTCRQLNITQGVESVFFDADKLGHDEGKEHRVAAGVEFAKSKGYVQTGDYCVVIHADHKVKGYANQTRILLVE
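Pyruvate kinase activity monitored as ATP production (luciferase luminescence). Conditions: 0.1 nM enzyme, 0.5 mM PEP, 0.1 mM ADP, 1 h, RT; normalized against uninhibited and no-enzyme wells.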
Pf growth 96h: inhibits malaria parasite growth, 96 h. 6.9% of 320,000 active. Potency, µM (top dose mostly 28.7 µM), for the others: at the top dose activity change, negative = inhibition, usual class: inhibitors. AID 504834. P. falciparum luciferase reporter growth, 96 h
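Parasite growth measured via integrated firefly luciferase reporter in P. falciparum. Infected erythrocytes at 2% hematocrit, 0.05% parasitemia final were treated 96 hours at 37 C under 5% CO2, and luminescence was read.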
HCV inh: blocks hepatitis C virus | AID 651820 | Potency, µM (doses to about 41.8 µM), for the others: at the top dose activity change, negative = inhibition, usual class: inhibitors | 3.4% of 340,000 active | Huh7.5.1 HCVcc-Cre infection, luciferase reporter, 44 h
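Infectious HCVcc-Cre (~0.5 moi) was added to cells just after compound, with cells seeded 4 h earlier at 1,000 per well. Luciferase activity after 44 h culture reported infection; substrate was incubated 15 min at room temperature before reading.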
Sm TGR inh: inhibitors of Schistosoma mansoni thioredoxin glutathione reductase. Potency, µM (doses to about 114 µM), for inactives: at the highest dose activity change, negative = inhibition, actives largely listed as inhibitors. Q962Y6. 3% of 360,000 active. purified TGR, DTNB reduction, TNB absorbance 405 nm; also: nearly all actives have a fitted effect of over 60% in size
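TGR 20 nM + NADPH 100 uM (dispensed conc.), cpd preinc 15 min RT; start with NADPH (500 uM addition) then DTNB (15 mM addition). Kinetic TNB absorbance, 405 nm filter. Four-parameter Hill fit across titration.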
TbPYK inhibitor: T. brucei pyruvate kinase inhibition. TbPYK enzyme, Kinase-Glo Plus ATP luminescence, 45 min. Q57TT1. 0.12% of 410,000 active. Potency, µM (series often up to 76.8 µM), for inactives: at the top dose activity, negative = inhibition, most hits filed as inhibitors; also: nearly all actives have a fitted effect of over 50% in size
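Glycolytic pyruvate kinase of T. brucei was incubated with substrate, test compound and 130 uM ADP for 45 minutes at room temperature. Luminescent Kinase-Glo Plus signal was measured after 10 minutes.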
Pf growth 48h: P. falciparum growth inhibition at 48 hours (one generation). P. falciparum luciferase growth in erythrocytes, 48 h. AID 504832. Potency, µM (series often up to 28.7 µM), for the others: at the highest dose activity change, negative = inhibition, most hits filed as inhibitors. 5.9% of 310,000 active
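Here the parasites carry a stable luciferase gene and grow inside erythrocytes in Albumax-based RPMI medium with compound for one erythrocytic cycle. Activity is scored as loss of luminescent signal.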
* = called active by the depositor; ? = inconclusive; . = not tested or not shown; & = joins results of further samples; [ ] = dose if it differs, or a comment. Calls follow the shape of the dose curve; as a rule, active = well fitted curve in the direction sought with a large enough effect; inconclusive = small, poorly fitted or top-dose-only effect, or another doubt; inactive = no such curve, though single readings can be large; an effect the other way counts as inactive or inconclusive. % is scaled to controls: 0 for no effect and ±100 for the full control effect; potency is read from the fitted curve at half-maximal effect.

The opening two compounds, to show the layout:
SMILES	LmPK inhibitor	Pf growth 96h	HCV inh	Sm TGR inh	TbPYK inhibitor	Pf growth 48h
CCNC(=O)Cn1c(=O)c(=O)n(Cc2ccccc2)c2ccc(Cl)cc21	-3.0%	-0.4%	-14.4%	-5.6%	-3.3%	-8.4%
Oc1ccccc1Nc1nc(NCc2ccco2)c2ccccc2n1	4.1%	2.08µM*	12.6µM*	-0.5%	8.2%	?

Results, from the first entry:
SMILES	LmPK inhibitor	Pf growth 96h	HCV inh	Sm TGR inh	TbPYK inhibitor	Pf growth 48h
CCNC(=O)Cn1c(=O)c(=O)n(Cc2ccccc2)c2ccc(Cl)cc21	-3.0%	-0.4%	-14.4%	-5.6%	-3.3%	-8.4%
Oc1ccccc1Nc1nc(NCc2ccco2)c2ccccc2n1	4.1%	2.08µM*	12.6µM*	-0.5%	8.2%	?
Cc1nc(Nc2ccccc2)sc1C	3.1%	?	-24.3%	-1.3%	?	?
COc1cc(CNc2ccc3[nH]c(=O)[nH]c3c2)ccc1OCc1ccccc1F	1.8%	347.9%[activator]	?	0.0%&-2.9%	-17.0%&-8.4%	-5.4%
COc1ccc(N2CCN(C(=O)CN(c3ccc(Br)cc3)S(C)(=O)=O)CC2)cc1	8.2%	-28.3%	2.9%	0.0%	-4.2%	-19.7%
COc1ccc(OC)c(NC(=O)N2C[C@H]3C[C@@H](C2)c2cccc(=O)n2C3)c1	-6.9%	-28.1%	-4.7%	0.5%	0.9%	-1.4%
O=C(NC1CCCCC1)c1ccc(CS(=O)Cc2ccc(Cl)cc2)o1 (stereo unspecified)	6.8%	7.8%	3.1%	44.7µM*	5.4%	-7.9%
CC(=O)c1cccc(N(C(=O)CS(=O)CC(=O)Nc2ccc(F)cc2)C(C(=O)NC2CCCCC2)c2ccc(C)o2)c1 (stereo unspecified)	-3.0%	4.15µM*	-7.7%	0.3%	-10.8%	?
O=C(CSC1=NCCN1)C1COc2ccccc2O1 (stereo unspecified)	-0.6%	19.7%	-22.2%	0.0%	0.8%	-7.6%
COC(=O)N1CC=CC1(C)C(=O)NCc1cc(F)cc(C(F)(F)F)c1 (stereo unspecified)	-1.3%	-4.9%	3.0%[8.37 µM]	-3.9%	0.4%	1.9%
O=C(Nc1cccc2ccccc12)c1ccc([N+](=O)[O-])s1	0.1%	5.22µM*	?	-10.2%	1.9%	11.7µM*
O=C(COC(=O)CCC(=O)c1ccc(F)cc1)Nc1ccc(N2CCOCC2)cc1	-1.9%	12.4%[5.75 µM]	1.7%	-34.3%	2.9%	2.2%
COc1ccc(CCNC(=O)Cn2cnc3ccccc3c2=O)cc1OC	-4.0%	9.5%	9.3%	5.9%	-0.7%	7.0%
Cc1c(-n2c(-c3ccccc3Cl)n[nH]c2=S)c(=O)n(-c2ccccc2)n1C	-3.9%	18.6%	15.2%	10.8%	?	10.3%
COc1ccc(C(=O)OCC(=O)Nc2ccc(F)cc2F)cc1OC	5.5%	9.2%	-5.6%	36.4%[activator]	-2.8%	33.6%[activator]
COc1ccc(OC)c(Nc2ncnc3ccccc23)c1	-5.1%	6.2%	?	0.0%	1.7%	20.5%
O=C(COC(=O)C12CC3CC(CC(Br)(C3)C1)C2)N1CCOCC1	0.8%	0.5%	5.1%	10.3%	-1.5%	4.3%
CCCC(C)C(=O)Nc1nnc(CCc2ccccc2)s1 (stereo unspecified)	1.1%	?	6.9%	-16.3%	-4.4%	0.0%
Cn1c(CCNS(=O)(=O)c2ccccc2)nc2cc([N+](=O)[O-])ccc21	2.0%	8.3%	6.2%	-11.1%	0.0%	25.7%
COc1ccc(C(=O)NCC(=O)OCC(=O)c2ccc3c(c2)OCCO3)cc1	1.3%	-29.0%	1.8%	-1.5%	0.0%	.
COC(=O)[C@@]12CCCCN1[C@H](c1ccc(-c3ccccc3)cc1)[C@@H]1C(=O)N(C)C(=O)[C@@H]12	.	?	53.9%[activator]	-18.5%	2.6%	?
CN(C)c1ccc(CNCCC2CCOC(C)(C)C2)cc1 (stereo unspecified)	0.2%	34.2%[activator]	.	-17.7%	.	.
O=C(N/C(=C\c1ccc(Cl)cc1)C(=O)N1CCOCC1)c1ccc([N+](=O)[O-])cc1	-0.6%	10.7%	5.6%	-7.3%	0.5%	?
O=C(CCSCc1cccc(F)c1)NCCc1ccccc1	4.1%	-0.4%	4.5%	0.0%&0.2%	-5.7%&-3.3%	5.5%[0.00184 µM]
Cc1cc(C)n(-c2nc3ccccc3c(=O)n2OCc2ccc(Cl)cc2)n1	5.7%	?	-10.1%	-1.2%	3.9%	?
CCCC1=Nc2cc(C(=O)NCCN3CCOCC3)ccc2Sc2ccccc21	-1.8%	?	?	15.0%	-0.2%	-29.5%
CCOc1ccc(S(=O)(=O)N2CCNC(=O)C2)cc1	.	3.2%	19.2%	-6.1%	-0.6%	-27.7%
CCOC(=O)c1c(NC(=O)CSc2nc3ccccc3c(=O)n2-c2ccccc2)sc(C(C)=O)c1C	4.1%	2.33µM*	3.0%	1.4%	7.1%	0.208µM*
CCCCOc1ccc(N2C(N)=NC(N)=NC23CCCCC3)cc1	2.3%	?	8.4%	-9.3%	3.8%	10.4µM*
CC(=O)Nc1coc2ccc(Br)cc12	1.6%	-21.4%	-2.2%	-21.1%	-2.4%	19.6%

Single records, from the list above. Order of screens: LmPK inhibitor, Pf growth 96h, HCV inh, Sm TGR inh, TbPYK inhibitor, Pf growth 48h
`COC(=O)N1CC=CC1(C)C(=O)NCc1cc(F)cc(C(F)(F)F)c1` (stereo unspecified) in the list: -1.3%, -4.9%, 3.0%[8.37 µM], -3.9%, 0.4%, 1.9%
`O=C(Nc1cccc2ccccc12)c1ccc([N+](=O)[O-])s1` in the list: 0.1%, 5.22µM*, ?, -10.2%, 1.9%, 11.7µM*
`CC(=O)c1cccc(N(C(=O)CS(=O)CC(=O)Nc2ccc(F)cc2)C(C(=O)NC2CCCCC2)c2ccc(C)o2)c1` (stereo unspecified) in the list: -3.0%, 4.15µM*, -7.7%, 0.3%, -10.8%, ?
`CCNC(=O)Cn1c(=O)c(=O)n(Cc2ccccc2)c2ccc(Cl)cc21` in the list: -3.0%, -0.4%, -14.4%, -5.6%, -3.3%, -8.4%

Other compounds:
SMILES	LmPK inhibitor	Pf growth 96h	HCV inh	Sm TGR inh	TbPYK inhibitor	Pf growth 48h
O=C(c1ccc(Cl)cc1)N1CCCC(c2ccccc2)=N1	-3.1%	-13.8%	?	-11.0%	1.7%	?
COC(=O)c1ccc(Cn2cc(C(F)(F)F)ccc2=O)cc1	-2.5%	?	8.1%	-0.3%	-8.6%	?
O=C(NCCc1ccc(C(F)(F)F)cc1)C1CC(=O)N(Cc2ccccc2)C1 (stereo unspecified)	.	10.7%	-6.9%	5.6%	-6.6%	-4.5%
CCOC(=O)c1cnc2nc(SC)nn2c1N	-9.5%	11.5%	9.5%	-3.6%	2.7%	7.7%
CCCOc1ccc(NC(=O)C(=O)NCCCn2ccnc2)cc1	-2.2%	-11.5%	-19.8%	-7.9%	-1.4%	9.0%
Cc1ccc(NC(=O)Cn2c(O)c(N=NC(N)=O)c3ccccc32)cc1	8.5%	5.9%	-24.3%	-1.2%	-2.7%	71.2%[activator]
COc1nc(NC(C)=O)nc(C)c1Br	-0.5%	3.8%	.	0.0%	.	.
COc1ccc2oc(C(=O)OCC(=O)N3CCN(c4ccccc4)CC3)c(C)c2c1	.	15.6%	?	-15.5%	-2.1%	21.3%
CCOC(=O)c1c[nH]c(=O)c(Br)c1O	-0.9%	-6.5%	-2.3%	4.1%	-2.1%	4.7%
CC1CCCCN1C(=O)CSc1nnc(-c2ccco2)n1C (stereo unspecified)	-0.2%	-4.7%	3.5%	-17.7%	-4.5%	20.6%
CCOc1ccccc1C(=O)NC(C(=O)N(C)Cc1ccc2c(c1)OCO2)C(C)C (stereo unspecified)	.	?	?	-5.4%	8.4%	?
O=C(CSc1nncn1-c1ccccc1)NC1CCCCC1	5.3%	0.2%	-6.8%	-13.0%	3.6%	-9.8%
O=C(CCNc1cccc(C(F)(F)F)c1)c1ccco1	2.6%	.	?	3.55µM*	1.3%	-9.4%
CSc1ccc(CC(=O)N2CCC(n3nccc3NC(=O)C3CC3)CC2)cc1	0.7%	?	1.9%	-25.7%	-7.0%	66.1%[activator]
CN1C(=O)N(CC(=O)N2CCN(S(=O)(=O)Cc3ccccc3)CC2)C(=O)C12CCCCC2	.	22.3%	1.8%	-6.3%	1.9%	?
C/C(=N\NC(=O)c1c(Cl)cnn1C)c1cccc(NC(=O)COc2ccccc2)c1	4.3%	-22.3%	?	-1.3%	2.1%	-10.4%
O=C(c1ccco1)N1CCN(C(=O)C2CC(c3ccc(F)cc3)=NO2)CC1 (stereo unspecified)	0.0%	7.38µM*	1.4%&-2.6%	-2.7%	-0.5%	?
Cc1nc2nc(NC(=O)c3ccco3)nn2c(C)c1Cl	-3.3%	-17.8%	18.3%	7.8%	1.8%	117.0%[activator]
O=S(=O)(c1ccc(-c2csc(=Nc3ccccc3)n2CCCN2CCOCC2)cc1)N1CCOCC1	8.5%	-18.4%	-28.8%	-24.5%	-6.0%	?
CO/N=C\CC(=O)Nc1ccc(F)cc1	4.8%	23.1%	6.6%	-24.2%	1.5%	12.3%
Cc1cccc(OCC(=O)N/N=C\c2cn(C)c3ccccc23)c1	4.7%	15.7%	-2.5%	0.1%	-1.9%	?
CCCCN(C(=O)c1ccc2ccccc2c1)c1c(N)n(CCCC)c(=O)[nH]c1=O	.	?	-6.6%	-4.9%	2.8%	?
CCN(CC)CC(=O)Nc1c2c(nc3ccccc13)N(C)CC2	1.3%	23.1%	-17.8%	-24.9%	5.7%	2.4%
CC(C)Cc1nnc(NC(=O)CCS(=O)(=O)c2ccc(Cl)cc2)s1	-6.1%	26.3%	?	?	2.3%	-0.3%
CCN(C(=O)CN1C(=O)NC(c2ccccc2)(c2ccc(C)c(C)c2)C1=O)C1CCCCC1 (stereo unspecified)	.	3.29µM*	?	6.5%	1.4%	6.57µM*
Cc1ccccc1C1=NC(C(F)(F)F)(C(F)(F)F)c2c(n(-c3ccc(F)cc3)c(=O)[nH]c2=O)N1	-1.0%	11.7µM*	2.3%	10.2%	10.2%	-29.8%
O=C(NCCc1c[nH]c2ccccc12)/C(=C\c1cccs1)NC(=O)c1ccccc1	1.4%	14.7µM*	-18.4%	3.0%	-0.1%	?
COc1ccc(-c2csc(NC(=O)CC(NC(C)=O)c3ccccc3)n2)cc1OC (stereo unspecified)	22.0%	-20.0%	?	2.9%	-2.1%	8.1%
COCCNC(=O)Cn1cc2c(n1)CCC(C)C2 (stereo unspecified)	1.2%	1.6%	10.5%	2.5%	-3.4%	.
Cc1cc(F)ccc1NC(=O)CCc1c(C)nn(-c2ccc(N3CCCCC3)nn2)c1C	-2.5%	29.9%	?	-17.5%	-7.9%	3.5%
Cc1cccnc1CCNC(=O)c1ccc(OC2CCN(Cc3ccccn3)CC2)cc1	-11.0%	-3.7%	-15.8%	-30.2%	10.0%	14.2%
CCOC(=O)C1C(=O)NC(c2ccccc2)=NC1c1ccc(Br)cc1 (stereo unspecified)	4.3%	18.5%	-13.3%	4.6%	-1.5%	1.7%
